Compound activity from PubChem.
HT1080NT lethal: kills 2HG-producing HT-1080-NT fibrosarcoma cells; AID 686970; HT-1080-NT fibrosarcoma viability, CellTiter-Glo ATP luminescence, 48 h; Potency, µM (series often up to 46.1 µM), for inactives: top-dose activity, negative = less viability, hits mostly cytotoxic; 360,000 compounds, 1.6% hits;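 note: NT is the 2HG producing partner of a matched IDH1 knockdown line; potency is the fitted concentration of half-maximal effect; 0% = DMSO-treated cells and -100% = media-only wells without cells; nearly all actives have a fitted effect of over 55% in size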
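Luminescent CellTiter-Glo readout after 48 hours of compound exposure at 37 degrees C defined viability of HT-1080-NT cells. Activity was normalized to DMSO wells and cell-free media wells; concentration-response curves were fitted and assigned curve classes.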
MCF10A rereplic: induces DNA re-replication in MCF 10a normal breast cells | MCF 10A DNA re-replication, Hoechst nuclear intensity, 48 h | Potency, µM (series often up to 46.1 µM), without a hit: at the top dose activity, positive = re-replication, usual class: activators | 350,000 compounds, 2.9% hits | AID 624296; note: potency is the fitted concentration of half-maximal effect; % of control where 0% means no effect; nearly all actives have a fitted effect of over 50% in size
DRD3 agonist: agonists of human D3 dopamine receptor; max activation, %; D3R DiscoveRx beta-arrestin cells, luminescence, 90 min; 410,000 compounds, 0.58% hits; P35462; AID 652048; in the data active = max activation above about 30%; note: 0% is about no effect; mostly tested at two doses, the higher about 12 µM
Target sequence (P35462 whole entry, looked up): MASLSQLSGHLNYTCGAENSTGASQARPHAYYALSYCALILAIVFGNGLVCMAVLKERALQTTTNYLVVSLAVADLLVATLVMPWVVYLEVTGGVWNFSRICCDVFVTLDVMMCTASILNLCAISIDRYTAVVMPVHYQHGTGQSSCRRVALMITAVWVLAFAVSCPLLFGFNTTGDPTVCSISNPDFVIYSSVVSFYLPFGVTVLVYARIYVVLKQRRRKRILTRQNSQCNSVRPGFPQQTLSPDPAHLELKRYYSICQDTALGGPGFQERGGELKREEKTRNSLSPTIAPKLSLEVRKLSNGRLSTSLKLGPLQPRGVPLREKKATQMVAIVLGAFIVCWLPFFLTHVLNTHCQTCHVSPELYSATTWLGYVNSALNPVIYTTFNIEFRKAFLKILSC
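Agonist-mode cell screen: cells plated at 1500/well and incubated overnight at 37 °C, then exposed to library compounds for 90 min at 37 °C. Detection reagent was added for 30–60 min at room temperature, and luminescence was read.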
SW480 rereplic: induces DNA re-replication in SW480 colon adenocarcinoma cells; SW480 DNA re-replication, Hoechst DNA content imaging, 48 h; 340,000 compounds, 1.8% hits; Potency, µM (titrated, usually from 46.1 µM), inactives show at the top dose re-replication activation, actives largely listed as activators; AID 624297; note: potency is the fitted concentration of half-maximal effect; % of control where 0% means no effect; nearly all actives have a fitted effect of over 55% in size
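SW480 cells exposed to compounds for 48 hr at 37 C, 5% CO2, then Hoechst-stained 40 min. Nuclear DNA content imaged by fluorescence scanning (405 nm excitation, 500-530 nm emission); re-replication scored as increased high-intensity nuclei.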
IL-1B inflam inh: blocks inflammasome-driven IL-1 beta release | THP-1 LPS/ATP IL-1B secretion, AlphaLISA, 16 h; active compounds read low | activity change, % at 57.5 µM | 360,000 compounds, 4.7% hits | AID 743279; in the data active = activity change below about -50%; inconclusive = mostly about -30% to -49%; note: % is set by controls: 0 for no effect and ±100 for the full control effect
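Secreted IL-1B measured by AlphaLISA bead assay after 16 h compound exposure of THP-1 cells; compounds (final up to 57.5 uM) added 1 h before LPS (250 ng/mL) and ATP (1.25 mM) stimulation; lower signal means less secretion.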
KB-V1 MDR tox: KB-V1 MDR subline cytotoxicity. KB-V1 MDR cells viability, CellTiter-Glo, 72 h. Potency, µM (series often up to 46.1 µM), without a hit: at the top dose activity change, negative = cytotoxicity, actives largely listed as cytotoxic. 400,000 compounds, 3.4% hits; note: potency is the fitted concentration of half-maximal effect; % is set by controls: 0 for no effect and ±100 for the full control effect; nearly all actives have a fitted effect of over 60% in size
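Following 72 h at 37 degrees C with compound, KB-V1 cell viability was read by CellTiter-Glo luminescence, medium being phenol-red-free DMEM plus 10% FBS; concentration-response parameters came from normalized, curve-fitted qHTS data.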
HT1080 IDH1KD tx: toxicity to HT-1080 IDH1 knockdown cells (counter line); Potency, µM (titrated, usually from 46.1 µM), for inactives: at the highest dose activity, negative = toxicity, hits mostly cytotoxic; 360,000 compounds, 2% hits; HT-1080 IDH1 knockdown viability, ATP luminescence, 48 h;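 note: potency is the fitted concentration of half-maximal effect; 0% = DMSO wells and -100% = cell-free medium wells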
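% activity derives from luminescence (CellTiter-Glo), normalised to DMSO and no-cell wells. HT-1080-IDH1KD cells, 750/well, had 48 h compound exposure at 37 °C.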
HEK293 tox: cytotoxic in the GLP-1 receptor inverse agonist counter-screen; HEK293 cAMP-luciferase reporter cells, luminescence, 24 h; 410,000 compounds, 0.13% hits; Potency, µM (series often up to 38.3 µM), without a hit: at the top dose activity change, negative = inhibition, usual class: inhibitors;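 note: loss of luciferase light is scored as toxicity; potency is the fitted concentration of half-maximal effect; % is set by controls: 0 for no effect and ±100 for the full control effect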
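Luminescence readout: signal drop marks cytotoxicity. Plated cells grew 12 h at 37 °C, 5% CO2, received 23 nL compound for 24 h, then got luciferase reagent, read after 12 min at RT.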
KB-3-1 tox: KB-3-1 parental cell cytotoxicity; 400,000 compounds, 1.4% hits; Potency, µM (top dose mostly 46.1 µM), without a hit: at the top dose activity change, negative = cytotoxic, most hits filed as cytotoxic; KB-3-1 viability, CellTiter-Glo ATP luminescence, 72 h; note: potency is the fitted concentration of half-maximal effect; % is set by controls: 0 for no effect and ±100 for the full control effect; nearly all actives have a fitted effect of over 60% in size
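Using CellTiter-Glo luminescence, growth of non-resistant KB-3-1 adenocarcinoma cells is assessed 72 h after pin-tool compound addition at 37 °C. Normalized responses across the concentration series yield fitted curves.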
* marks the source's active call; other numbers are inactive results; u = inconclusive; x = not tested or not shown; & = joins results of further samples; [ ] = remark or other dose. Unless noted, calls come from the whole dose curve; as a rule, active = well fitted curve in the direction sought with a large enough effect; inconclusive = small, poorly fitted or top-dose-only effect, or another doubt; inactive = no such curve, though single readings can be large; an effect the other way counts as inactive or inconclusive. The order is random. About 11% of those tested had a hit in this group.

SMILES	HT1080NT lethal	MCF10A rereplic	DRD3 agonist	SW480 rereplic	IL-1B inflam inh	KB-V1 MDR tox	HT1080 IDH1KD tx	HEK293 tox	KB-3-1 tox
c1ccc(-c2nc(C3CCCCC3)c3ccccc3n2)cc1	4%	5%	0	1%	23	6%	1%	9%	0%
CCc1nc2ccc(C(=O)N3CCN(c4ccccc4F)CC3)cc2nc1CC	1%	18%	5&1	-3%	-11	-9%&-6%	4%	-7%&-16%	11%&18%
O=C(O)C1CCCCC1C(=O)NCCc1ccccc1 (configuration not stated)	5%	-3%	4	0%	1	6%	24%	1%	-4%
Cc1ccc(CNC(=O)C2CCN(S(=O)(=O)c3cnc[nH]3)CC2)cc1	5%	-5%	10	-3%	6	8%	u	-5%	-9%
CC(=O)N1CCN(Cc2nc3cc(NC(=O)c4ccc(F)cc4)ccc3n2C)CC1	-6%	-6%	-2	-7%	-4	-5%	1%	-4%	-13%
O=C(Nc1ccccc1)c1cc(C2CCCN(C(=O)CCc3ccccc3)C2)on1 (configuration not stated)	1%	x	1	x	7	15%	0%	-3%	0%
Cc1cc(=O)n2c3ccccc3n(CC(O)CN3CCN(Cc4ccccc4)CC3)c2c1C#N (configuration not stated)	10%	u	-23	2%	-18	-12%	-1%	u	-15%
CCOc1cccc(Nc2ccc([N+](=O)[O-])cn2)c1	-12%	-1%	-8	-1%	u	u	-8%	6%	3%
CC(=O)Nc1cccc(NC(=O)CSc2nnnn2C(C)C)c1	14%	-6%	3	5%	25	20%	4%	-11%	1%
Cc1cccc(C)c1NC(=S)N/N=C1\CC2CC=CC12 (configuration not stated)	-7%	u	0	5%	-11	-10%	-1%	-26%	8%
COc1ccc(CC(=O)N2CCCC2)c(OC)c1	-9%	-22%	-9	-13%	10	22%	-3%	5%	-1%
COc1cccc(-n2c(C)nc3c(cnn3-c3ccc(Cl)cc3)c2=O)c1	8%	4%	4	u	-20	-2%	-2%	-10%	-9%
CN(C)c1ccc(C(C(=O)NCC2CCCO2)N(Cc2ccccc2)C(=O)c2snc(C(N)=O)c2N)cc1 (configuration not stated)	-19%	11%	10	-15%	-11	u	-1%	0%	-7%
Cc1ccc(Sc2ccc(N3CCCC(C(=O)Nc4ccc(F)cc4F)C3)nn2)cc1 (configuration not stated)	x	x	4	x	x	-4%	x	0%	1%
Cc1ccc2cc(CN(C)S(C)(=O)=O)c(=O)[nH]c2c1	-1%	2%	2	9%	-3	-5%	-1%	5%[7.66 µM]	6%
O=c1c2cn[nH]c2[nH]c(=S)n1-c1ccccc1Cl	25%	-30%	-10	-50%[inhibitor]	-1	3%	21%	-7%	-1%
CC(=O)Nc1cccc(NC(=O)Cc2cccs2)c1	-3%	1%	-2	3%	5	12%	0%	2%	1%
CCCCOc1ccc(C(=O)Nc2cccc(C)n2)cc1	-6%	u	1	-5%	0	16µM*	3%	-1%	u
CCOC(=O)c1c(C)[nH]c(C(=O)OCC(O)=C(C#N)c2nc3ccccc3[nH]2)c1C	u	13µM*	7	u	38	u	u	-11%	22%
CCS(=O)(=O)N1Cc2ccccc2CC1C(=O)N(C)Cc1ccc(OC)cc1OC (configuration not stated)	-21%	7%	-7	6%	4	-5%	-14%	-7%	11%
CCOC(=O)N1CCN(C(=O)C2CCN(C(=O)c3cc4sccc4n3CC)CC2)CC1	3%	-3%	1	-8%	8	-2%	0%	-6%	-2%
COCCOc1cc(NC(=O)CS(=O)(=O)CC(=O)N(C)C)c(Cl)cc1Cl	5%	-3%	18	-1%	7	10%	7%	-4%	-10%
CCOC(=O)N1CCN(C(=O)CN(C2CCCCC2)S(=O)(=O)c2ccc(C)cc2)CC1	16%	3%	-4	2%	-5	2%	20%	-7%	11%
CCOc1cnn(Cc2ccccc2)c(=O)c1SCc1ccccc1	-4%	9%	2	u	u	u	1%	-3%[1.53 µM]	u
CSc1nc2c(c(=O)[nH]1)CCCC2	0%	30%	-1	-4%	6	22%	1%	-13%	16%
(further entries)
SMILES	HT1080NT lethal	MCF10A rereplic	DRD3 agonist	SW480 rereplic	IL-1B inflam inh	KB-V1 MDR tox	HT1080 IDH1KD tx	HEK293 tox	KB-3-1 tox
CCCCn1c(N)c(N(CC(C)C)C(=O)c2cccc(S(=O)(=O)N(C)c3ccccc3)c2)c(=O)[nH]c1=O	8%	7%	2	0%	-1	14%	10%	-11%	-2%
Cc1cc(Cl)ccc1NNC(N)=S	-1%	7%	-2	-2%	-13	u	-14%	0%	-3%
Cc1c(Nc2nc3ccccc3nc2N2CCN(c3ccccc3)CC2)c(=O)n(-c2ccccc2)n1C	0%	11%	2	16%	-19	5%	1%	-3%	14%
CCN=c1scc(-c2ccco2)n1/N=C/c1ccc(OC)c(O)c1	13%	u	8	1%	-6	u	11%	-20%	9%
CCOC(=O)C1(Cc2cccc(OC)c2)CCN(CC=C(C)C)CC1	-2%	1%	-17	-8%	-13	u	7%	3%	-14%
CC1(C)Cc2c(sc3nc(C4CCCCC4)n(N)c(=O)c23)CO1	-7%	u	-4	-43%[inhibitor]	28	-6%	14%	0%	0%
O=C1C(SC(F)(F)C(F)F)=C(C(F)(F)F)OC2C3C=CC(C3)C12 (configuration not stated)	3%	-10%	1	-3%	14	-10%	2%	-3%	1%
CCC1(c2ccc(F)cc2)NC(=O)NC1=O (configuration not stated)	16%	-10%	0	-2%	-8	-3%	23%	-3%	-6%
Cc1nn(-c2ccccc2)c2sc(-c3nnc(SCC(=O)O)o3)cc12	-6%	21%	13	7%	22	-14%	9%	0%	-13%
CCc1nc2cc(Cl)c(Cl)cc2[nH]1	-2%	-3%	-13	1%	1	u	-17%	-4%	0%
Cc1ccc(N=C2NC(=O)/C(=C\c3ccco3)S2)cc1	3%	-5%	2	x	0	-21%	4%	-21%	16%
COc1ccccc1N(CC(=O)NC(C)(C)C)S(=O)(=O)c1cccs1	1%	-4%	-21	-4%	5	-10%	-1%	-5%	1%
O=C(CCNc1n[nH]c(=O)[nH]c1=O)N/N=C/c1ccc(Cl)cc1	-3%	u	3	-9%	-27	-9%	0%	-6%	0%
O=C(NN=Cc1cccc2ccccc12)C1CC1	4%	8%	8	1%	12	u	-11%	-14%	-26%
COc1ccccc1NC(=O)CSc1nnc(C2CCCCC2)n1C	-4%	0%	-12	u	-4	-18%	-1%	3%	1%
CCOP(=O)(c1ccccc1)c1nc(-c2ccccc2C)oc1N1CCCCC1 (configuration not stated)	u	u	2	u	u	u	u	-13%	u
Cc1ccc(C)c(NC(=O)CSc2nccn2Cc2ccco2)c1	16%	0%	-6	4%	18	4%	9%	2%	15%
O=C(CSc1nnc(NC(=O)c2c(F)cccc2F)s1)NCc1ccccc1	0%	2%	1	-3%	8	u	-13%	3%	5%
Cc1ccc2c(c1)N(C(=O)CCC(=O)NCc1cccc(F)c1)CC(C)O2 (configuration not stated)	x	x	-13	x	x	6%	x	-8%	-1%
Cc1cccc(S(=O)(=O)NC(=O)C2(C)CCN2C(=O)C2(c3ccc(Cl)cc3)CC2)c1 (configuration not stated)	-2%	x	16	x	38	-17%	2%	7%	-9%
COc1cc(OC)c(C(=O)CCC(=O)O)cc1OC	-3%	-9%	-9	-3%	34	-13%	-3%	59%[activator]	13%
CN(c1nc(-c2ccc(Br)cc2)cs1)C1CCS(=O)(=O)C1 (configuration not stated)	-1%	22%	1	-4%	-77*	12%	2%	-3%	0%
CC1CCN(Cc2nnnn2CCCC(=O)NCCN2CCOCC2)CC1	10%	-9%	3	4%	9	x	0%	21%	x
CCCOC(=O)CCCCCCCCC(O)CN1CCCCC1 (configuration not stated)	14%	10%	-22	-3%	0	-10%	21%	7%	-7%
O=c1[nH]c2ccc(S(=O)(=O)NCc3ccccn3)cc2s1	2%	2%	-3	0%	99	18%	1%	3%	2%
The listing continues:
SMILES	HT1080NT lethal	MCF10A rereplic	DRD3 agonist	SW480 rereplic	IL-1B inflam inh	KB-V1 MDR tox	HT1080 IDH1KD tx	HEK293 tox	KB-3-1 tox
CC(C)CCN(C(=O)Nc1ccccc1)C(C)c1cccs1 (configuration not stated)	-18%	0%	3&-13	u	-6	2%&-6%	u	1%&-10%	-13%&-7%
CCC1Oc2ccc(C)cc2N(CC(=O)NCc2ccc(OC)cc2)C1=O (configuration not stated)	x	x	6	x	x	0%	x	1%	-6%
Cc1ccc(C(=O)NCCC(=O)NCc2ccco2)cc1	11%	-2%	2	2%	-3	-2%	5%	1%	5%
NS(=O)(=O)c1ccc(CNC(=O)Cc2ccc(S(=O)(=O)N3CCOCC3)s2)cc1	0%	-24%	10	13%	8	13%	0%	13%	3%
CCOC(=O)Cc1ccc(NC(=O)NCc2ccc3c(c2)CCN3C(=O)CC)cc1	x	x	-14	x	x	0%	x	1%	-2%
COc1cc(C)ccc1S(=O)(=O)NC(=O)C1(C)CCN1C(=O)COc1ccc(Cl)cc1 (configuration not stated)	15%	x	7	x	40	7%	5%	3%	0%
COc1ccc(OC)c(S(=O)(=O)N2CCC(C(=O)N3CCCC3)CC2)c1	7%	-36%	2	-18%	-14	18%	-7%	-6%	-2%
COC(=O)CCSc1nc(N2CCOCC2)c2c(c1C#N)CC(C)(C)OC2	16%	-4%	4	0%	52	-6%	13%	-2%	14%
Cc1ccsc1C(=O)OCC(=O)NCc1ccc(Cl)cc1	-3%[9.24 µM]	u	-5	u	6	-17%	3%	5%	u
